TR-FRET SRC-2 ct: flags TR-FRET format artefacts in PPARgamma SRC-2 recruitment agonist screen. TR-FRET artefact counter-screen; active compounds read high. TR-FRET ratio at 8 µM. hit rate 0.4% among 200,000; in the data active = TR-FRET ratio above about 2000; also: inactives centre near 1500; reference of the scale not given here
DTT redox prof: compounds producing H2O2 with reducing agent – biochemical, NIH compound library profiling, artefact control for MLSCN library redox annotation, primary screen; activation, % at 10 µM; hit rate 0.03% among 200,000; DTT-dependent redox cycling H2O2, phenol red/HRP absorbance; 100% = 100 µM peroxide control, 0% = buffer;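 active = activation of at least 50% relative to the plate's high and low controls in the primary single-dose screen; inactive = activation below 50%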;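 also: compound incubated with DTT at 0.8 mM final as the reducing agent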
L major viab: reduces viability of Leishmania major promastigotes; resazurin fluorescence viability; inhibition, % at 10 µM; hit rate 9% among 200,000; in the data active = inhibition above about 50%;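 also: promastigotes grown with compound for 44 hours at 28 °C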
S1P3 antagonist: antagonists of human S1P3 receptor | CHO S1P3 NFAT-BLA reporter, FRET fluorescence, antagonist mode | AID 485 | hit rate 0.27% among 170,000 | inhibition, % at 4.98 µM;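 active = inhibition above the plate cutoff, the mean inhibition of test wells on that plate plus 3 SD, cut at about 28% in these data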;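 also: cells challenged with S1P at its EC80 of 0.8 µM; blue over green emission ratio from cleaved BLA substrate after 4 h stimulation; 0% = S1P-stimulated wells and 100% = unstimulated DMSO-only wells; some compounds past the cut are filed as inactive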
Target sequence (Q99500 whole entry, looked up): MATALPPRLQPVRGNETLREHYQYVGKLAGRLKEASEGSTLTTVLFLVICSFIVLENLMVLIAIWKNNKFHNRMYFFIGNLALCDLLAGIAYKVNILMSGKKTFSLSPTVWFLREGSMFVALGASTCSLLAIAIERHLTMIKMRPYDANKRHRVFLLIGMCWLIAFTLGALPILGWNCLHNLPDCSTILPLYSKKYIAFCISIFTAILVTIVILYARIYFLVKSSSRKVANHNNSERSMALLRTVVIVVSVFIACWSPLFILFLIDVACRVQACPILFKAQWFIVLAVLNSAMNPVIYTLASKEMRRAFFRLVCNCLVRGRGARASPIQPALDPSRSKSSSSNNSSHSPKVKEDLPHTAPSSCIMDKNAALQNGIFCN
bIAP inh: blocks bovine intestinal alkaline phosphatase activity; 190,000 tested, under 10 active; purified bovine IAP, CDP-star luminescence, 30 min; inhibition, % at 20 µM;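 active = over 50% inhibition of intestinal alkaline phosphatase at 20 µM in the single-dose screen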
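Assay system – bovine IAP enzyme · Quantity – bovine IAP at 1/65,000,000 final dilution · Detection – CDP-star luminescence signal · Times – 30 min reaction at room temperature · Also added – CDP-star substrate at 30 µM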
ROMK primary: modulators of human ROMK potassium channel. Tet-inducible ROMK, thallium flux fluorescence; actives lie on both sides. B-score at 10 µM. hit rate 2% among 130,000. AID 1918;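 active = signal ratio slope over the read window, or its plate-corrected B-score, at least 3 SD from the plate mean, either direction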;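 also: B-score of the F/F0 ratio slope over 7 to 12 s after thallium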
PPARg SRC3 recr: promotes SRC-3 coactivator recruitment by human PPARgamma; P37231; biochemical PPARgamma/SRC-3 coactivator recruitment assay; activation, % at 8 µM; hit rate 0.26% among 200,000; AID 731; in the data active = activation above about 23%;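 also: 0% = DMSO and 100% = reference agonist; some compounds past the cut are filed as inactive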
Target sequence (P37231 whole entry, looked up): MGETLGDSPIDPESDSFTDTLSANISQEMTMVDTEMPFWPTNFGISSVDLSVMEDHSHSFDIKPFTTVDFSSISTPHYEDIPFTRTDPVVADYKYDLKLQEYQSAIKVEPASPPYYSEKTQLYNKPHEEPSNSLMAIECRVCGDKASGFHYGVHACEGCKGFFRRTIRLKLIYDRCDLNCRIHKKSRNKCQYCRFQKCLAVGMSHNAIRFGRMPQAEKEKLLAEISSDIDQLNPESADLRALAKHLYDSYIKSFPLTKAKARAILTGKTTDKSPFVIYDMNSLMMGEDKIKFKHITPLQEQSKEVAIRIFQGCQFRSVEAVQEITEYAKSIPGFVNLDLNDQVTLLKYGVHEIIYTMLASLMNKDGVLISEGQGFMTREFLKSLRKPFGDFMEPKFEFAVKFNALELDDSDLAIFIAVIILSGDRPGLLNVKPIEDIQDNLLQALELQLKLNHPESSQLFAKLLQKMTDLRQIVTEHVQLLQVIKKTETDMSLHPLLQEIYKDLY
TLR4-MyD88 BLA: TLR4-MyD88 interaction inhibition in cells | HeLa CL3-4 TLR4/MyD88 BLA complementation, FRET ratio | hit rate 0.18% among 200,000 | inhibition, % at 8.4 µM; in the data active = inhibition above about 25%;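 also: 0% = vehicle and 100% = reference inhibitor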
bIAP act: increases bovine intestinal alkaline phosphatase activity | purified bovine IAP, CDP-star luminescence, 30 min; active compounds read high; fold of DMSO-control signal, blank-subtracted | activation factor at 20 µM | hit rate 0.17% among 200,000 | AID 1016;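 active = activation factor of 2 or more at 20 µM, a signal rise over negative controls twice the positive control's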
PPARg SRC2 recr: promotes SRC-2 coactivator recruitment by human PPARgamma; AID 1032; activation, % at 8 µM; P37231; PPARgamma LBD-SRC-2 recruitment, biochemical; hit rate 0.34% among 200,000; in the data active = activation above about 22%;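 also: 0% = vehicle and 100% = reference agonist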
PPARg SRC1 recr: PPARgamma-driven SRC-1 recruitment agonism; PPARgamma-SRC-1 coactivator recruitment biochemical assay; activation, % at 8 µM; hit rate 0.41% among 200,000; AID 631; in the data active = activation above about 19%;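 also: 0% = DMSO and 100% = reference agonist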
An asterisk follows results filed as active; x = not tested or not shown; & = joins results of further samples.

SMILES	TR-FRET SRC-2 ct	DTT redox prof	L major viab	S1P3 antagonist	bIAP inh	ROMK primary	PPARg SRC3 recr	TLR4-MyD88 BLA	bIAP act	PPARg SRC2 recr	PPARg SRC1 recr
COc1ccc(N(C(=O)COc2cccc(C)c2)S(=O)(=O)c2ccc(C)cc2)cc1	1596	-0.2	52*	-11	-4	0	0	2	1	-1	-1
CCOC(=O)N1CCC(NC(=O)Cn2cccc2C(=O)c2ccccc2C)CC1	1737	-1.2	-2	-40	-8	1.3	4	2	1.1	4	6
CCn1c2ccccc2c2cc(/C=N/n3cn[nH]c3=S)ccc21	1345	-2.7	4	x	4	x	10	-1	1	18	2
Nc1nc(SCC(=O)c2cc3ccccc3o2)n[nH]1	1509	-0.5	-1	5	-3	-1	0	3	1	4	5
Cc1ccc(S(N)(=O)=O)cc1NC(=O)/C=C/c1ccc2c(c1)OCO2	1637	-0.1	10	-2	0	-1.1	2	-3	1	0	4
CC(c1ccccc1)N1CCn2c(nc3cc(NC(=O)NC4CCCCC4)ccc32)C1 (stereo not drawn)	1610	0.5	6	x	-150	x	2	7	2.5*	5	10
CCc1ccc(S(=O)(=O)N(C(=O)c2ccncc2)c2ccc(OC(=O)c3ccncc3)cc2)cc1	1609	-0.2	39	-7	9	0.7	2	6	0.9	-5	0
CC[n+]1c(C)n(C)c2cc(S(=O)(=O)N(C)C)ccc21	1662	-0.1	-7	-32	2	0.44	-2	0	1	-1	-5
N/C(=N\OC(=O)CSc1ccccc1)c1ccc([N+](=O)[O-])cc1	1624	0.7	64*	1	11	x	-3	7	0.9	-13	-1
O=C(CCS(=O)(=O)c1cccc2nonc12)N1CCN(c2ccc(F)cc2)CC1	1388	-0.4	-9	x	7	x	0	-10	0.9	-1	2
C(=N\N1CCN(c2ccccn2)CC1)/c1ccco1	1679	-0.9	-3	-4	-17	-0.0086	2	-3	1.2	13	7
Cc1cc(C)nc(N/N=C/c2ccco2)n1	1460	0.2	6	x	11	-0.65	-3	8	0.9	3	-2
CN1C(=O)C(O)(CC(=O)/C=C\c2ccc3c(c2)OCO3)c2ccccc21 (stereo not drawn)	1535	0.4	27	-4	13	-2.2	1	4	0.9	-6	7
Cc1ccc(NC(=O)CN(C)CC(=O)Nc2ccc(N3CCOCC3)cc2)c(C)c1	1703	-0.3	-3	4	-6	0.18	9	1	1.1	9	-2
COCCn1cc(C(=S)N2CCOCC2)c2ccccc21	1618	-0.2	-1	x	9	1.1	12	-8	0.9	10	6
O=C(CCCOc1ccccc1)Nc1ccncc1	1554	0.3	-5	1	-3	0.14	-2	0	1	-2	-4
O=C(NCCc1ccncc1)C(F)(F)F	1636	-0.1	-5	-9	0	x	2	1	1	3	-1
O=C(Nc1ncn[nH]1)c1ccccc1Br	1601	-0.2	-4	1	-29	-0.02	-2	-5	1.3	-2	1
O=C(COc1ccc(Cl)cc1)N1CCCCC1	1541	0.0	-3	x	-2	-0.41	-7	8	1	-2	4
O=C1CC(c2ccc(Cl)cc2)n2nc(NS(=O)(=O)c3ccc(F)cc3)nc2N1 (stereo not drawn)	1471	1.5	-7	x	-6	x	-1	0	1.1	-5	-6
Cc1ccc(Cl)cc1NC(=S)N(CCN(C)C)Cc1cccs1	1778	-2.2	18	12	1	-0.091	3	6	1	-3	-1
COc1ccc(Cc2c(O)nc(SCC(=O)NC34CC5CC(CC(C5)C3)C4)[nH]c2=O)cc1	1552	1.6	-9	8&-1	-2	-0.12	-1	-7	1	6	-8
COc1cc(NC(=O)CSc2nc(C)cs2)cc(OC)c1	1642	2.0	2	-52	14	x	-1	-9	0.9	6	6
CC(C)(C)C(=O)Nc1cccc(-c2nc3ccccc3[nH]2)c1	1602	0.0	20	x	30	0.24	-7	3	0.7	8	-4
CCOc1ccccc1CN1CCN(Cc2[nH]c3ccccc3c2C)CC1CCO (stereo not drawn)	1397	-0.5	31	-8	-8	x	1	6	1.1	3	-1
S=C(NCC1CCCO1)Nc1ccc(Nc2ccccc2)cc1 (stereo not drawn)	1801	-2.1	15	11	12	-0.56	8	-3	0.9	7	6
CCOC(=O)c1c(C)[nH]c(C)c1C(=O)COc1ncnc2ccccc12	1567	-0.6	5	-7	-23	0.24	-1	-12	1.2	6	17
O=C(N/N=C/c1cccc(OC(=O)N2CCOCC2)c1)c1cccs1	1544	-0.3	-4	-15	31	-0.73	3	2	0.7	11	7
CCCc1nn(-c2ccccc2)c2c1C(c1cccs1)C(C#N)=C(N)O2 (stereo not drawn)	1715	2.3	15	x	8	x	2	-1	0.9	4	1
CCOc1ccc(-c2nc(CSc3nnc(N)s3)cs2)cc1	1637	-0.8	-4	x	15	-0.021	-2	8	0.8	1	4
CCCCN(C(=S)Nc1cccc(SC)c1)C1CCN(C(C)=O)CC1	1410	1.4	12	5	-6	-0.29	0	5	1.1	-6	6
CCOC(=O)N1CCN(C(=O)/C=C/c2cccc([N+](=O)[O-])c2)CC1	1662	-0.3	-5	-15	3	-0.01	-1	-3	1	0	4
Cc1ccccc1OCC(=O)NNC(=S)NC(=O)c1ccccc1[N+](=O)[O-]	1547	0.2	-9	-14	4	x	3	-2	1	6	8
COc1ccc(CCNC(=O)C(=O)NCC2CCCO2)cc1 (stereo not drawn)	1536	1.2	-6	x	x	x	-13	14	0.3	-4	0
CCN1CC2=C(OC(N)=C(C#N)C2c2ccccc2)/C(=C\c2ccccc2)C1 (stereo not drawn)	1519	1.3	39	x	7	-0.0056	-2	2	0.9	-1	6
Cn1c(SCC(=O)N/N=C/C=C/c2ccco2)nc2ccccc21	1724	-0.1	28	2	2	-1.1	4	-8	1	8	2
Cc1ccccc1NC(=O)C(Cl)=C(Cl)Cl	1557	-2.0	25	-9	12	-0.18	-7	1	0.9	-5	-10
Cn1c(SCc2ccon2)nc2ccccc2c1=O	1482	1.2	7	18	15	x	-10	10	0.8	-5	-1
CCOC(=O)c1cccc(NC(=O)C(C)N2C(=O)c3ccccc3C2=O)c1 (stereo not drawn)	1421	0.3	-3	-8	14	x	0	-4	0.9	-8	2
Cc1ccc(NCc2ccccc2O)cc1C	1807	-0.2	-6	8	10	0.16	-1	2	0.9	10	8
C=CCNC(=S)Nc1ccc(OC(F)F)c(Cl)c1	1254	-0.6	11	15	13	-0.12	-1	0	0.9	-1	-4
CCNC(=S)N1CCc2cc(OC)c(OC)cc2C1COc1ccc(OC)cc1 (stereo not drawn)	1402	-1.7	68*	8	-13	0.89	2	9	1.1	3	10
C=CS(=O)(=O)c1ccc(Oc2ccc(S(=O)(=O)C=C)cc2)cc1	1752	0.3	-7	100*	34	-5.8*	2	23	0.7	-5	3
COc1ccc(CNC(=O)C(C)NS(=O)(=O)c2ccc(C)cc2)cc1 (stereo not drawn)	1498	0.6	0	-19	7	0.33	-2	7	0.9	-8	2
O=S(=O)(/N=C(\Sc1ccccc1)c1ccccc1)c1ccc(Cl)cc1	1490	-3.9	-2	x	12	x	6	7	0.9	10	3
Cc1cccc(OCC(=O)O/N=C(\N)Cc2cccs2)c1	1412	-5.9	-5	x	10	1.1	4	3	0.9	-4	1
COc1ccc(/C=N/n2c(N)nc3ccccc32)cc1OC	1527	-0.2	30	16	-4	x	7	-4	1	-2	6
CCOC(=S)SCC(=O)Nc1nc(-c2ccccc2)cs1	1670	0.7	4	-13	13	x	1	4	0.9	3	-3
O=C(Cn1c(=O)oc2ccccc21)NCCc1ccccc1Cl	1964	-2.5	-2	21	0	-0.19	4	-5	1	11	4
O=C(NN=C1CCN(Cc2ccccc2)CC1)c1cc2ccccc2cc1O	1535	0.1	-15	2	0	-0.62	-5	-8	1	-2	1
Nc1c(C(=O)Nc2ccc(Br)cc2)sc2nc(-c3ccco3)ccc12	1930	-4.1	32	x	0	x	25	23	1	23*	11
O=C(N/N=C/c1ccc2c(c1)OCO2)c1ccc(COc2cccc3cccnc23)cc1	1580	-1.2	40	1	-4	-0.099	3	-25	1	-1	-1
O=C(CN(Cc1ccccc1)C(=O)c1cc2c(s1)CCC2)NCc1cccs1	1458	1.8	17	x	8	x	-7	12	0.9	-1	0
COc1ccc(-c2noc(=O)n2Cc2cc(C)ccc2C)cc1	1507	0.1	16	-6	16	0.37	-6	-2	0.8	2	0
CCN(CC)CCn1nc(C)nc1-c1ccccc1O	1449	2.6	-1	9	-36	-0.088	5	4	1.4	10	-1
O=C(CCc1nc(-c2ccccc2)no1)NCCc1ccccc1	1262	2.4	-5	x	0	x	-4	9	1	-3	-5
Cc1nc2c(C)cccc2cc1C(=O)N/N=C/c1ccc(O)cc1	1423	0.0	-4	8	-44	x	-1	-2	1.4	-3	1
O=c1cnnc(Nc2ccc(Nc3ccccc3)cc2)[nH]1	1556	-1.1	-11	-28	1	-0.63	10	-2	1	5	17
CC(C)(O)C#Cc1ccc(CN2CCN(C3CCCCC3)C(CCO)C2)s1 (stereo not drawn)	1747	0.7	-4	-3	4	-0.41	-1	-6	1	10	-4
O=C1c2cccc3cccc(c23)C(=O)N1CCN1CCN(C(=S)Nc2ccc(Cl)cc2)CC1	1464	0.9	34	-18	8	x	-3	-22	0.9	-4	1

Entries of single compounds as entered above. Order of screens: TR-FRET SRC-2 ct, DTT redox prof, L major viab, S1P3 antagonist, bIAP inh, ROMK primary, PPARg SRC3 recr, TLR4-MyD88 BLA, bIAP act, PPARg SRC2 recr, PPARg SRC1 recr
Listed for `O=c1cnnc(Nc2ccc(Nc3ccccc3)cc2)[nH]1` → 1556, -1.1, -11, -28, 1, -0.63, 10, -2, 1, 5, 17
Listed for `Cn1c(SCc2ccon2)nc2ccccc2c1=O` → 1482, 1.2, 7, 18, 15, x, -10, 10, 0.8, -5, -1
Listed for `Nc1nc(SCC(=O)c2cc3ccccc3o2)n[nH]1` → 1509, -0.5, -1, 5, -3, -1, 0, 3, 1, 4, 5

The list goes on:
SMILES	TR-FRET SRC-2 ct	DTT redox prof	L major viab	S1P3 antagonist	bIAP inh	ROMK primary	PPARg SRC3 recr	TLR4-MyD88 BLA	bIAP act	PPARg SRC2 recr	PPARg SRC1 recr
CCc1ccccc1NC(=O)N1C2CCCC1CC(NC(=O)C(C)(C)C)C2 (stereo not drawn)	1656	-1.1	-4	63*	-7	x	0	-4	1.1	5	2
Cc1ccnc(N2CCC(C(=O)NCc3ccc(F)cc3)CC2)n1	1552	-0.8	-5	7	-21	-0.076	0	-14	1.2	-4	6
COc1ccccc1OCCCC(=O)Nc1ccc(N2CCOCC2)cc1	1698	0.3	39	-18	-11	-0.86	6	2	1.1	10	-1
O=C(CNc1cccc2ccccc12)N/N=C/c1cccc(Oc2ccccc2)c1	1502	0.7	2	-10	-15	0.0002	7	-2	1.1	6	5
CCN(C(=O)c1cc(Cl)ccc1OC)c1ccccc1C	1595	-0.2	12	x	-4	x	6	4	1	6	3
N#Cc1cc2ccccc2nc1SCc1ccccn1	1654	-2.4	2	-2	22	-0.42	-5	3	0.8	-1	12

Source: PubChem BioAssay (several laboratories)
